Bioassay records (PubChem)
sdo1 growth – sdo1-depleted yeast growth rescue; S. cerevisiae sdo1-depleted JHY4D growth rescue, OD600 30 h; stronger effect = higher value; pdr5 snq2 efflux-pump mutant strain; z-score at 10 µM; 140,000 compounds, 0.21% hits; AID 817;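 active means z-score above 3 at both the 24 hr and the 30 hr optical density reads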;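 further: z-score against mean and SD of all compound wells on the same plate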
INS promoter inh – TRM-6 insulin promoter activity inhibition | TRM-6 cells (human fetal islet line), insulin promoter-eGFP reporter, imaging; reporter expression induced with tamoxifen | AID 1273 | inhibition, % at 2 µM | 130,000 compounds, 0.9% hits;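 active means inhibition above the mean plus 3 SD, with well images judged a real hit on visual review, cut at about 60% in these data, passing the limit was not always enough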
sdo1 growth Rescue 24 h – second read-out of sdo1 growth, no call of its own (marks repeat the call); z-score; S. cerevisiae sdo1-depleted JHY4D growth rescue, OD600; measured here: growth rescue at 24 h;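 0 is the plate mean of compound wells and units are plate SD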
* marks the source's active call; other numbers are inactive results; x = no result given; & = joins results of further samples. A portion of the library; rates above refer to the full screens.

sdo1 growth,INS promoter inh,sdo1 growth Rescue 24 h,mol
0.64,-169,0.05,Cc1nnc(SCCn2c(N3CC(C)CC(C)C3)nc3c2c(=O)n(C)c(=O)n3C)s1 (stereo not given)
-1.6,x,-0.95,Clc1ccccc1Cn1nnc2c(Nc3ccccc3)ncnc21
-1.3,x,-1.7,CCCn1nc2cc(C(=O)NCc3ccc4c(c3)OCO4)ccc2c1OCC
-0.53,x,-0.66,Cc1ccc(NC(=O)c2ccccc2NS(=O)(=O)c2ccc(F)cc2)cc1S(=O)(=O)N1CCCCC1
1.8,0,0.85,Cn1cccc1C(=O)NC(=O)COC(=O)c1ccccc1Sc1ccccc1C#N
-0.65,-32,-0.26,Cc1ccccc1-n1nnnc1SCC(=O)Nc1ccc(S(=O)(=O)N2CCCC2)cc1
1.5,-41,2.4,CC1(C)Cc2ccccc2C(/C(=N/O)C(N)=O)=N1
0.75,-54,0.55,Cc1ccc(S(=O)(=O)NC(=O)Nc2nnc(C3CC3)s2)cc1
-0.02,x,0.13,COCCn1c(C)cc(C(=O)COC(=O)c2ccc(-n3nc(C)cc3C)cc2)c1C
-2.3,21,-1.5,CCOc1ccc(NS(=O)(=O)c2ccc(OCC)c3ncccc23)cc1
x,24,x,Cc1ccc(OCCn2cnc3sc(C(N)=O)c(C)c3c2=O)cc1
-1.1,x,-0.43,CCCCSc1ccc2nc(-c3ccc(C#N)cc3)cn2c1
x,-5,x,CCN(CC)CCCN1C(=O)C(O)=C(C(=O)c2ccco2)C1c1ccc(C)o1 (stereo not given)
0.45,x,-0.4,CCCC(NS(=O)(=O)c1ccc(OC)cc1)C(=O)O (stereo not given)
-0.96,-7,-0.83,Cc1ccc(C(=O)NC(NC(=O)c2ccc(C)cc2)C(Cl)Cl)cc1

(cont.)
sdo1 growth,INS promoter inh,sdo1 growth Rescue 24 h,mol
0.56,25,0.98,CN(C)CCNC(=O)c1ccccc1
0.02,-6,-0.03,O=C(CSc1nnnn1-c1cccc2c1CCCC2)N1CCCC1
x,64,x,Cc1cc2nccc(-c3ccccn3)n2n1
-0.26,-11,-0.07,O=C(Nc1ccc(N=Nc2ccccc2)cc1)c1cccc(Cl)c1
0.3,x,0.68,CCOc1ccc(C(=O)c2ccc(OCC)c(N)c2)cc1N
-0.64,89*,-0.27,COc1ccccc1N1CCN(S(=O)(=O)Cc2ccccc2Cl)CC1
-1.6,-56,-1.2,COc1cc(CNC(=O)c2ccc(Cn3nc(C)c(Cl)c3C)o2)cc(OC)c1
-0.7,x,1,COc1ccc2[nH]c(=O)c(-c3noc(-c4ccccc4)n3)cc2c1
0.33,36,0.96,O=C(Nc1nncs1)c1cccnc1Cl
x,-17,x,O=C(CCC(=O)N(CC(=O)NC1CCCCC1)CC1CCCO1)Nc1nccs1 (stereo not given)
1.2,24,1.8,Cc1ccc(C(=O)Oc2coc(CSc3nnc(NC(=O)c4cccs4)s3)cc2=O)cc1C
-1.8,44,-1.2,O=C(Nc1ccc2nn(-c3ccccc3)nc2c1)c1ccc2c(c1)OCO2
x,7,x,CCOc1cccc(C2C(C(=O)c3cccs3)=C(O)C(=O)N2Cc2cccnc2)c1 (stereo not given)
0.51&0.45,-44,0.31&0.54,O=c1c2ccccc2cnn1-c1ccc(Br)cc1
0.67,31,0.48,CC(C)N(CCCNC(=O)C1CCN(S(=O)(=O)N2CCOCC2)CC1)Cc1ccccc1

6 compounds out of the list, ordered by length of the SMILES, smallest number first:
sdo1 growth,INS promoter inh,sdo1 growth Rescue 24 h,mol
0.33,36,0.96,O=C(Nc1nncs1)c1cccnc1Cl
0.51&0.45,-44,0.31&0.54,O=c1c2ccccc2cnn1-c1ccc(Br)cc1
0.3,x,0.68,CCOc1ccc(C(=O)c2ccc(OCC)c(N)c2)cc1N
-0.26,-11,-0.07,O=C(Nc1ccc(N=Nc2ccccc2)cc1)c1cccc(Cl)c1
x,7,x,CCOc1cccc(C2C(C(=O)c3cccs3)=C(O)C(=O)N2Cc2cccnc2)c1 (stereo not given)
1.2,24,1.8,Cc1ccc(C(=O)Oc2coc(CSc3nnc(NC(=O)c4cccs4)s3)cc2=O)cc1C

Next entries:
sdo1 growth,INS promoter inh,sdo1 growth Rescue 24 h,mol
-1.1,23,-0.97,CC(=O)C1=NN(c2ccccc2)C(c2cccs2)N1c1ccccc1 (stereo not given)
-0.72,33,-0.26,CCOC(=O)c1cc(-c2cccc(C(F)(F)F)c2)nc2nc(SC)[nH]c(=O)c12
0.95,60,0.53,Cc1cccn2c(=O)c3cc(C(=O)NCCN4CCOCC4)c(=N)n(CCc4ccccc4)c3nc12
-0.05,44,-0.02,COc1ccccc1NC(=O)CN(Cc1ccccc1)S(C)(=O)=O
1.7,24,1.9,O=c1[nH]c2ccc(NC(=S)Nc3ccc(Cl)cc3Cl)cc2[nH]1
-1.5,x,-0.52,COc1ccc(CCNC(=O)CN2CCN(c3cccc(Cl)c3)CC2)cc1OC
1.1,-54,0.39,O=C(NCc1cccnc1)C1CCCN(Cc2cnn(-c3ccccc3)c2-n2cccc2)C1 (stereo not given)
-2.7,26,-1.8,N#Cc1c(N)nc(SCc2ccncc2)c(C#N)c1-c1cccs1
0.14,15,0.4,COC(=O)C1=C(C)N(CCc2cc(OC)c(OC)c(OC)c2)C(=O)N[C@H]1c1cccs1
x,26,x,O=C(CSc1nnc(Cc2ccc(Cl)cc2)o1)Nc1ccccc1
0.48,-13,0.22,O=C(NCc1ccco1)c1cccc(N2CCCC2=O)c1
0.08,45,-0.18,COc1ccc2c(c1OC)C(=O)OC2CC(=O)c1ccc2c(c1)OCO2 (stereo not given)
0.1,x,-0.47,CCOC(=O)C[N+](CC)(CC)CC#Cc1ccccc1
0.96,x,1.1,COc1ccc(CNC(=O)C2CSC(c3ccc(OC)cc3)N2C(C)=O)cc1 (stereo not given)
0.04,-23,-0.43,O=C(NCc1ccccc1)NC1(C(=O)N2CCCC2)CCCCC1

Some of the entries above, set out differently:
compound | sdo1 growth | INS promoter inh | sdo1 growth Rescue 24 h
Cc1cccn2c(=O)c3cc(C(=O)NCCN4CCOCC4)c(=N)n(CCc4ccccc4)c3nc12 | 0.95 | 60 | 0.53
COc1ccccc1NC(=O)CN(Cc1ccccc1)S(C)(=O)=O | -0.05 | 44 | -0.02

(next part)
sdo1 growth,INS promoter inh,sdo1 growth Rescue 24 h,mol
0.84,-5,0.79,O=C(CN1CCN(Cc2ccc(Cl)cc2)C1=O)NCCN1CCCC1
0.31,0,0.11,CCC1S/C(=C(\C#N)C(=O)NCc2ccco2)N(c2ccc(F)cc2)C1=O (stereo not given)
1.1,x,1.9,CCOC(=O)c1cc2sc(C)cc2n1CC(=O)Nc1cccc(C)c1C
-1.3,7,-1.1,O=S(=O)(c1ccc(-c2nnc(SCc3nnc(-c4ccccc4)o3)o2)cc1)N1CCCC1
-0.99,x,-1.5,Cc1cccc(N2C(=O)/C(=C\c3ccc(OC(F)F)cc3)c3ccccc3C2=O)c1
x,10,x,CCN(CC)CCOc1ccccc1C(C)=O
1.4,x,1.7,O=C(CSc1nnc(-c2ccccc2)n1-c1ccc(Cl)cc1)NNC(=S)Nc1ccccc1
0.83,37,1.2,O=C(NCCCn1ccnc1)Nc1ccc(Cl)cc1Cl
-0.38,33,-1.4,Cc1cccc(CS(=O)(=O)Cc2ccc(C(=O)NCC3CCCO3)o2)c1 (stereo not given)
x,-16,x,O=C(Oc1nsnc1N1CCOCC1)N1CCCC1
-1.1,20,-0.42,CCOc1ccc2nc(NC(=O)Nc3cccs3)sc2c1
-0.27,23,-0.35,O=C(NCc1ccco1)c1cnn2c1NC(c1ccccc1)CC2C(F)(F)F (stereo not given)
-2.3,x,-0.96,Cc1ccc2oc(=O)c3cc(C(=O)NCc4ccco4)sc3c2c1
0.63,-36,0.02,CC(O)CN(CCC(N)=O)CCC(N)=O (stereo not given)
1.2,x,0.42,O=C(CSc1nnc(-c2cccs2)n1CC1CCCO1)c1cc2ccccc2o1 (stereo not given)

Later entries.
sdo1 growth,INS promoter inh,sdo1 growth Rescue 24 h,mol
-0.3,0,0.87,O=C(Nc1cccc(Cl)c1N1CCCC1)c1ccc(Br)o1
0.15,8,0.35,Cc1ccccc1-n1nc2c(c1NC(=O)c1c(-c3ccccc3Cl)noc1C)CSC2
-0.71,19,-0.61,CC1=NOC2(C1)N(C)c1ccccc1C2(C)C (stereo not given)
0.18,65,0.45,O=C(NCc1ccccn1)c1ccc(Cn2cc(Br)cn2)o1
-0.33,-41,-0.43,CCC(C)(C)n1nnnc1C(c1ccc(OC)c(OC)c1)N1CCN(c2cccc(OC)c2)CC1 (stereo not given)
-0.64,x,-0.6,Cc1ccc(-n2nc(-c3ccco3)cc2C(=O)NCc2cccnc2)cc1
-0.43,-69,-1.5,COc1ccc(NC(=O)CSc2nnc(Cc3cccn3C)n2CCc2ccccc2)c(OC)c1
x,45,x,O=C(c1ccccc1)c1n[nH]c(-c2ccccc2)cc1=O
0.47,18,-0.06,COC(=O)CSc1ccc(C#N)c(SCC(=O)OC)c1
-0.78,44,-0.42,COc1ccc2c(c1)C(=O)/C(=C/C=C/c1ccccc1)CC2
0.45,-41,-0.37,COC(=O)C(N)Cc1ccc(O)cc1 (stereo not given)
1.5,30,1.4,N#Cc1cnc2sc3ccccc3n2c1=N
0.26,17,-0.13,CCOC(=O)c1[nH]c(CSc2nnc(-c3ccncc3)n2CCOC)c(C(=O)OCC)c1C
0.04,x,-0.04,CCC(=O)Nc1ccc(/C(C)=N\NS(=O)(=O)c2ccc(C)cc2)cc1
-1.1,x,-0.8,N#C/C(=C\c1ccc(N2CCOCC2)o1)c1ccccc1

5 neighbouring compounds from above, for reference:
sdo1 growth,INS promoter inh,sdo1 growth Rescue 24 h,mol
-0.78,44,-0.42,COc1ccc2c(c1)C(=O)/C(=C/C=C/c1ccccc1)CC2
0.45,-41,-0.37,COC(=O)C(N)Cc1ccc(O)cc1 (stereo not given)
1.5,30,1.4,N#Cc1cnc2sc3ccccc3n2c1=N
0.26,17,-0.13,CCOC(=O)c1[nH]c(CSc2nnc(-c3ccncc3)n2CCOC)c(C(=O)OCC)c1C
0.04,x,-0.04,CCC(=O)Nc1ccc(/C(C)=N\NS(=O)(=O)c2ccc(C)cc2)cc1

Continued:
sdo1 growth,INS promoter inh,sdo1 growth Rescue 24 h,mol
-0.85,11,-1.1,Cc1[nH]n(-c2ccccc2)c(=O)c1Sc1ccc(Cl)cc1
x,-7,x,c1ccc(-c2ccc(SCc3cccnc3)nn2)nc1
-0.65,x,-0.99,O=C(NCC(c1cccs1)N1CCOCC1)c1cc2ccccc2o1 (stereo not given)
0.7,-22,0.3,COc1ccc(C(=O)CSc2n[nH]c(-c3ccncc3)n2)cc1[N+](=O)[O-]
-0.83,-32,-1.1,CCn1c(NCc2ccccn2)nc2c1c(=O)n(C)c(=O)n2C
-2.1,3,-1.1,O=C(Nc1ccc2c(c1)OCCO2)c1cccc2nc3ccccc3nc12
x,-283,x,COc1ccc(OC)c2sc(N(CCN(C)C)C(=O)c3cc(Cl)sc3Cl)nc12
0.31,-2,0.09,Nc1nc(N2C(=O)C3CC=CCC3C2=O)nn1-c1ccccc1 (stereo not given)
0.32,-7,0.44,O=C(COC(=O)c1cnccn1)c1ccc2ccccc2c1
-0.09,24,-0.99,COC(=O)C/C=C/[C@@H](C)[C@@H](/C=N/OCC[C@@H]1C=C[C@H](OC(C)=O)[C@@H](COC(C)=O)O1)NS(=O)(=O)c1ccc(C)cc1
-0.24,-67,-1.2,CC(C)(C)NC(=O)c1cccc(NC(=O)c2ccco2)c1
0.32,x,0.07,CC(C)CCN(C)C1CCN(C(=O)Nc2c(F)cccc2F)CC1
-0.28,44,-0.66,CCOc1ccc(S(=O)(=O)Nc2ccc3c(c2)OCO3)c2cccnc12
x,12,x,CCCS(=O)(=O)N1CCN(S(=O)(=O)c2ccccc2[N+](=O)[O-])CC1
0.92,x,0.7,COC(=O)c1ccc(C2/C(=C(/O)c3ccc(OC)cc3)C(=O)C(=O)N2c2cc(C)on2)cc1 (stereo not given)

Continued.
sdo1 growth,INS promoter inh,sdo1 growth Rescue 24 h,mol
1.4,13,1.7,Cc1nc2ccc(C(=O)O)cc2nc1C
x,36,x,CCOc1cc(C(=O)NC)cc(Br)c1OCc1ccccc1
x,-75,x,Cc1ccc(CNC(=O)CSc2ccc(-c3ccccn3)nn2)cc1
-0.77,-9,-1.9,O=C(CCSc1ccccc1)Nc1ccc(S(=O)(=O)N2CCOCC2)cc1
-1.3,79*,-1.4,N/C(=N\OC(=O)N1c2ccccc2Sc2ccccc21)c1ccc(Br)cc1
-0.56,36,-0.82,O=C(C1CCN(c2ccc(N3CCOCC3)nn2)CC1)N1CCc2ccccc2C1
-0.38,-14,-0.66,C=CCNc1ncnc2c1cnn2-c1ccc(Cl)cc1
-0.03,6,-0.73,CCOC(=O)C(NC(C)=O)C(OC(C)=O)c1cccc([N+](=O)[O-])c1 (stereo not given)
-1.1,-40,-0.68,Cc1cccc(N2CCN(C(=O)CCn3c(=S)[nH]c4cc5c(cc4c3=O)OCO5)CC2C)c1 (stereo not given)
x,-107,x,CCOC(=O)c1c(C)n(-c2ccc(C)cc2)c2ccc(OCC(O)CN3CCN(C)CC3)cc12 (stereo not given)
-1.6,0,-1.2,CCOC(=O)C1=C(c2ccccc2)OC(N)=C(C#N)C1C1CCCCC1 (stereo not given)
x,17,x,O=C(CCNC(=O)c1ccc([N+](=O)[O-])cc1)N/N=C/c1ccc(F)cc1
-1.2,-6,-0.44,CCc1ccc(NCc2cc3c(C)nn(-c4ccccc4)c3[nH]c2=O)cc1
x,21,x,O=C(Nc1cccc(C(F)(F)F)c1)c1cccc(NS(=O)(=O)c2ccc(Br)c(C(=O)O)c2)c1
0.78,-50,0.06,CC(C)c1nnc(NC(=O)Cc2cccs2)s1
0.31,x,0.15,Cc1nn(CC(C)C)c(=S)[nH]c1=O
0.33,8,0.38,Cc1cc(C)cc(OCC(=O)NC2=NCCS2)c1
-0.59,0,-1.2,S=c1[nH]nc(-c2cccnc2)n1Cc1ccccc1
